# HDAC3 inhib: human HDAC3 inhibition | recombinant HDAC3, fluorogenic peptide/trypsin coupled, fluorescence | 0.15% of 320,000 active | O15379 | AID 2718 | inhibition, % at 8.3 µM; in the data active means inhibition above about 26%, passing the limit was not always enough; inconclusive means no clear call, values can overlap the other calls
# Target sequence (O15379 whole entry, looked up): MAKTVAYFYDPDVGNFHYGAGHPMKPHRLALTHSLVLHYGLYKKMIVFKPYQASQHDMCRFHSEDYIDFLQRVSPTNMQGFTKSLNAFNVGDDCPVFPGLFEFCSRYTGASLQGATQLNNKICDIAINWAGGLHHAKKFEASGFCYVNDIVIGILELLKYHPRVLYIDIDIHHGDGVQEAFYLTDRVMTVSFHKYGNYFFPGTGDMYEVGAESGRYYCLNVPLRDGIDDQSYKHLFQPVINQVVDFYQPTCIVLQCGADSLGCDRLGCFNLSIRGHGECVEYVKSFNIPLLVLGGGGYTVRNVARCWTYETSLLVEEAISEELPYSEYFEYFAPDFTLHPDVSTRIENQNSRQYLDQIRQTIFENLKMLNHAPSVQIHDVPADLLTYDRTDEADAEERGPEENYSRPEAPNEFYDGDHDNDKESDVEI
# ANO1 block: mouse TMEM16A channel inhibition, primary screen; Q8BHY3; HEK293 TMEM16A/YFP iodide influx fluorescence, ionomycin; normalized B-score (activity score, 25-100; higher = stronger inhibition) at 10 µM; AID 588511; 1.2% of 310,000 active;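 active means ratio plate-corrected score three or more library SD toward inhibition, starting fluorescence score within five deviations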;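 further: score derived from kinetic fluorescence span divided by baseline fluorescence per well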
# RGS4 inh: inhibitors of human RGS4; HEK293 M3R/RGS4 inducible, Fluo-4 calcium flux; active compounds read high; triggered by carbachol at its EC20; 0.45% of 310,000 active; B-score at 10 µM; AID 463165; P49798;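 active means B-score, a plate-corrected calcium signal, over three deviations above library mean, with baseline fluorescence within five deviations of library mean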;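 further: RGS4 expression induced by doxycycline in cells with stable M3 receptor; B-score is computed from the integrated fluorescence ratio over baseline after carbachol; higher B-score means a larger calcium signal and so more RGS4 inhibition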
# Target sequence (P49798 whole entry, looked up): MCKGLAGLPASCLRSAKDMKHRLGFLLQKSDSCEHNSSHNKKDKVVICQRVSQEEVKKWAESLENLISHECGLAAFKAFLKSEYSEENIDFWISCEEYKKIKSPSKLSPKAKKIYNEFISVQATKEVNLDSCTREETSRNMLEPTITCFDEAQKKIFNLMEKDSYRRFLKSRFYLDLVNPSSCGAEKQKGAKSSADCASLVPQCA
# SKKanGAS inh: inhibitors of SKKanGAS S. pyogenes growth in kanamycin (SK-promoter or general growth effect); 1.3% of 300,000 active; inhibition, % at 7.5 µM; AID 1662; BacTiter-Glo, 6 h;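 active means mean replicate score, as percent of positive control median, at least 50; inconclusive means mean below 50 but one replicate at or above 50; inactive means mean and every replicate below 50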;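 further: strain carries kanamycin resistance gene driven by streptokinase promoter and grows in 40 µg/ml kanamycin; loss of luminescence reflects streptokinase promoter inhibition or plain growth inhibition; 0% = median of DMSO wells and 100% = positive control at its reference dose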
# MrgX1 antag: antagonists of human MrgX1 receptor; Q96LB2; MRGX1-HEK293 calcium flux, Fluo-4, BAM8-22 antagonism; active compounds read low; B-score at 10 µM; 1.3% of 310,000 active;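 active means calcium-response B-score plate-corrected more than 3 library SD below zero, starting fluorescence within 5 deviations, no agonist response on first addition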;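 further: peak minus trough fluorescence over baseline after final BAM8-22 challenge near maximal dose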
# Target sequence (Q96LB2 whole entry, looked up): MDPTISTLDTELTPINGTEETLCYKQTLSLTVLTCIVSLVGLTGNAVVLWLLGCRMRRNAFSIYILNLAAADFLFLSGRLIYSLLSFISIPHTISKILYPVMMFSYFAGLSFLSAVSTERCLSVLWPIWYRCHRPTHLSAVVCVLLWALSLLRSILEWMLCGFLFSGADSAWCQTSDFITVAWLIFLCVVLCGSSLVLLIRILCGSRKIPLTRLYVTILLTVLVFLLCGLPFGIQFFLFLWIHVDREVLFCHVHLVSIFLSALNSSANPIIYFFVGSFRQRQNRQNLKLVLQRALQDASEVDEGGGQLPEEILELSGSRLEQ
# RGS4 pot: potentiators or activators of RGS4 | HEK293 M3R/inducible RGS4, carbachol calcium flux Fluo4; active compounds read low | B-score at 10 µM | 0.92% of 310,000 active | AID 463111;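 active means B-score of the integrated calcium signal more than 4 SD below the library mean, with starting fluorescence not abnormally high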;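 further: negative B-score means reduced calcium response which marks RGS4 activation or potentiation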
#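 test system = HEK293 cells with stable M3R and inducible RGS4 | schedule = recording 10 s baseline at 1 Hz, 100 s post-agonist | technique = Fluo4-AM (2 µM) calcium-flux fluorescence, kinetic read | measure = Agonist-evoked peak-minus-minimum fluorescence over baseline, integrated ratio, B score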
# MrgX1 ag: human MrgX1 receptor agonism, primary screen; Q96LB2; MrgX1-HEK293 cells, Fluo-4 calcium fluorescence, agonist mode; active compounds read high; B-score at 10 µM; 0.44% of 310,000 active;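 active means calcium response B-score plate-corrected fluorescence ratio at least 3 library SD, with starting fluorescence B-score inside 5 SD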
#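 Test system: Stable human MrgX1 HEK293 cell line | Schedule: Overnight plating before 1 h dye loading | Read-out basis: Baseline-normalised fluorescence change ratio, B-scored | Detection: Kinetic calcium dye fluorescence, Fluo-4 NW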
# TMEM16A act: mouse TMEM16A channel activation, primary screen; Q8BHY3; HEK293 TMEM16A/YFP-H148Q/I152L, iodide quench fluorescence; active compounds read low; B-score at 10 µM; 0.3% of 340,000 active; AID 623877;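 active means fluorescence-ratio B-score plate-corrected deviation score at least 3 library SD below zero, with starting fluorescence score within 5 deviations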;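 further: channel opened by trigger with iodide after compound preincubation; score built on the fluorescence ratio of max minus min over baseline; more negative score means more quench and so TMEM16A activation or potentiation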
# TRPC6 act: activates the mouse TRPC6 cation channel; Q61143; HEK293-TRPC6 membrane potential dye fluorescence; active compounds read high; B-score at 10 µM; 0.13% of 310,000 active; AID 2550;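 active means B-score of the integrated fluorescence ratio above library mean plus 3 SD, and starting fluorescence ratio within library mean plus 5 SD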;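 further: higher score means more depolarization so channel activation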
# TRPC6 inh: blocks the mouse TRPC6 cation channel; B-score at 10 µM; AID 2553; HEK293-TRPC6, membrane potential dye, ACh-evoked depolarization; active compounds read low; 1.1% of 310,000 active;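 active means B-score under library mean minus 3 SD, initial fluorescence not abnormally high, positive integrated signal ratio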;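 further: B-score derived from integrated fluorescence ratio over the kinetic read; more negative B-score means stronger inhibition of depolarization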
# MrgX1 allo act: allosterically activates human MrgX1 receptor signaling | Q96LB2 | MrgX1-HEK293, Fluo-4 calcium flux, FDSS; active compounds read high | B-score at 10 µM | 0.63% of 310,000 active;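 active means plate-corrected calcium response at least 3 library SD above typical, normal starting fluorescence, not activating the receptor alone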;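 further: compound read alongside a low EC10 to EC30 dose of BAM8-22 agonist; peak minus trough fluorescence over baseline measured at the second addition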
# * marks the source's active call; other numbers are inactive results; i = inactive; ? = inconclusive; . = not tested or not shown.
SMILES,HDAC3 inhib,ANO1 block,RGS4 inh,SKKanGAS inh,MrgX1 antag,RGS4 pot,MrgX1 ag,TMEM16A act,TRPC6 act,TRPC6 inh,MrgX1 allo act
N#CC1=C(N)Oc2n[nH]c(-c3ccccc3)c2C1c1cccc(OC(=O)N2CCOCC2)c1 (stereo unspecified),7,i,i,.,i,i,i,i,i,i,i
COCC(C)OC(=O)c1c(N)n(-c2ccc(OC)c(OC)c2)c2nc3ccccc3nc12 (stereo unspecified),-6,i,i,-5,i,i,i,.,i,i,i
CC(C)NC(=O)CN(C)S(=O)(=O)c1ccc(F)cc1,1,i,i,0,i,i,i,i,i,i,i
O=C(COc1ccc(Cl)cc1)Nc1ccccc1CO,1,i,i,-2,i,i,i,i,i,i,i
O=C(N/N=C/c1ccccc1[N+](=O)[O-])c1ccc(COc2ccccc2-c2ccccc2)cc1,9,i,i,0,i,i,i,i,i,i,i
O=C(Nc1nc(-c2ccc(F)c(F)c2)cs1)Nc1ccc(F)cc1F,-4,i,i,0,i,i,i,i,i,i,i
Cc1cc2c(cc1C)N(C(=O)CSC1=NCCS1)C(C)(C)c1ssc(=S)c1-2,10,i,i,-2,i,i,i,i,i,i,i
COc1ccc(-c2cc(-c3ccc(OC)cc3)[nH]n2)cc1,0,i,i,12,i,i,i,i,i,i,i
COCCNC(=S)N1CCN(c2nc(-c3cccc(OC)c3)cs2)CC1,-1,i,i,-9,i,i,i,i,i,i,i
NC(=O)CC(NC(=O)c1ccc(Br)cc1)c1ccc(N2CCC(Cc3ccccc3)CC2)c([N+](=O)[O-])c1 (stereo unspecified),0,i,i,37,i,i,i,i,i,i,i
CC(C)NS(=O)(=O)c1ccc(OCC(=O)Nc2cccc3ccccc23)cc1,4,i,i,-1,i,i,i,i,i,i,i
Nc1cccc(Oc2ccc([N+](=O)[O-])cc2)c1,3,i,i,-11,i,i,i,i,i,i,i
Cc1cc(C)c(C#N)c(N2CCN(c3ccccc3)CC2)n1,-5,i,i,30,i,i,i,i,i,i,i
O=c1[nH]c(C2CCN(S(=O)(=O)/C=C/c3ccccc3)CC2)nc2c1nnn2Cc1ccc(F)cc1,4,i,i,26,i,i,i,i,i,i,i
NC(=O)c1cc([N+](=O)[O-])ccc1NCc1cccc([N+](=O)[O-])c1,9,i,.,.,i,.,i,i,.,.,i
CCCc1cc(=O)oc2cc(OCC(=O)Nc3cc(C)on3)ccc12,-9,i,i,10,i,i,i,i,i,i,i
Oc1ccc(-c2csc(-c3c[nH]c4ccccc34)n2)c(O)c1,7,i,i,45,i,i,i,i,i,i,i
CC1(C)CC(=O)C=C(NCCc2ccccc2)C1,-1,i,i,.,i,i,i,i,i,i,i
COc1ccc(NC(=O)CSc2ccc(NC(C)=O)cc2)cc1S(=O)(=O)N1CCCCC1,9,i,i,-2,i,i,i,i,i,i,i
O=C(O)C=C(Br)Br,2,i,i,2,i,i,i,i,i,i,i
CC(=O)N1CCSc2ccc(S(=O)(=O)NCCc3ccc(Cl)cc3)cc21,4,100*,i,2,-5*,i,i,i,i,i,i
COc1ccc2oc(=O)cc(CN3CCN(Cc4ccc(OC)c(OC)c4OC)CC3)c2c1,0,i,i,1,i,i,i,i,i,i,i
CCOC(=O)c1cc(-c2ccccc2)sc1NC(=O)CSc1nnnn1C,0,i,i,.,i,i,i,i,i,i,i
O=C(COc1ccccc1Cl)N1CCN(c2ccc([N+](=O)[O-])c(N3CCOCC3)c2)CC1,-2,i,i,11,i,i,i,i,i,i,i
Cc1ccc(NC(=O)CSc2nc3sc(C)cc3c(=O)n2C)cc1,1,i,i,-3,i,i,i,i,i,i,i
CCOc1ccc(N2CC(C(=O)Nc3ccc(N4CCOCC4)cc3)CC2=O)cc1 (stereo unspecified),0,i,i,-2,i,i,i,i,i,i,i
C=CCNC(=O)NC(=O)COC(=O)C(C)Oc1ccc(Cl)cc1Cl (stereo unspecified),-1,i,i,-3,i,i,i,i,i,i,i
Cc1cc(C)nc(N(C#N)CCOc2ccccc2)n1,-1,i,i,2,i,i,i,i,i,i,i
COc1ccc(/C=C(\C#N)C(=O)Nc2ccccn2)cc1,1,i,i,-6,i,i,i,i,i,i,i
S=c1[nH]nc(C2CCCCC2)n1/N=C/c1ccc(Br)s1,-2,i,i,8,i,i,i,i,i,i,i
O=C(O)CN1CCCC1=Nc1ccccc1,?,i,i,10,i,i,i,i,i,i,i
COc1ccccc1C(=O)OCCN1CCOCC1,-3,i,i,-7,i,i,i,i,i,i,i
COc1ccc(CCNC(=O)Cn2c(=O)n(-c3ccc(F)cc3)c(=O)c3sccc32)cc1OC,.,.,i,-19,.,i,.,i,i,i,.
COc1ccc(CCNC2CCN(C)CC2)cc1OC,1,i,i,-3,i,i,i,i,i,i,i
O=c1[nH]c(SCc2ccccc2F)nc2ccccc12,2,i,i,17,i,i,i,i,i,i,i
C=CCc1cc(Cl)ccc1OCCNCCN1CCOCC1,-6,i,i,4,i,i,i,i,i,i,i
COc1cc(OC)cc(C(=O)NCCSCc2ccco2)c1,.,.,i,-5,.,i,.,.,i,i,.
CC(=O)OC1C([N+]2(C)CCCCC2)C[C@H]2C3CC[C@H]4C[C@H](OC(C)=O)C([N+]5(C)CCCCC5)CC4(C)[C@H]3CCC12C (stereo partly specified),3,i,i,-3,i,i,i,i,i,i,i
CCc1ccc(OCC(=O)O/N=C(\N)Cc2ccc([N+](=O)[O-])cc2)cc1,3,i,i,-6,i,i,i,i,i,i,i
Cc1c(C)c2cc(Cl)c(O)c(CN3CCN(C)CC3)c2oc1=O,-293,i,i,10,i,i,i,i,i,i,i
Cc1nc(-c2cccc(C(F)(F)F)c2)sc1C(=O)O,3,i,i,-14,i,i,i,i,i,i,i
CC1CC(C)CN(C(=O)COC(=O)CCc2nc3ccccc3c(=O)[nH]2)C1 (stereo unspecified),1,i,i,-10,i,i,i,i,i,i,i
O=C1CCCc2ccccc2N1Cc1ccc(F)cc1,-1,i,i,3,i,i,i,i,i,i,i
COCc1[nH]nc2c1C1(CCSCC1)C(C#N)=C(N)O2,-3,i,i,-1,i,i,i,i,i,i,i
Cc1ccc(S(=O)(=O)N2CCC(C(=O)NCCCn3ccnc3)CC2)cc1,1,i,i,-2,i,i,i,i,i,i,i
COc1ccc2c(c1)CCc1c(C(=O)NCc3cccnc3)noc1-2,0,i,i,-5,i,i,i,i,i,i,i
CCOC(=O)C1=C(O)/C(=C\c2ccc(CNC(=O)C(=O)Nc3ccccc3)o2)N=C1C,4,i,i,-1,i,i,i,i,i,i,i
Cc1ccccc1OC(C)C(=O)NC1CCCC1 (stereo unspecified),-3,i,i,-1,i,i,i,i,i,i,i
O=C(NC(=S)Nc1ccc(N2CCOCC2)cc1)c1cccc(Cl)c1,10,i,i,-5,i,i,i,i,i,i,i
CCNc1nc(N)nc(-c2cc(Cl)ccc2O)n1,3,i,i,-8,i,i,i,i,i,i,i
Cn1c(SCC(=O)NC2CCCC2)nnc1-c1ccco1,-5,i,i,-1,i,i,i,i,i,i,i
COc1ccc(-c2ccc(=O)n(CC(=O)Nc3cccc(O)c3)n2)cc1OC,-2,i,i,.,i,i,i,i,i,i,i
O=C(Cc1ccccc1)NNC(=O)Cc1ccccc1,-12,i,i,-5,i,i,i,i,i,i,i
COc1cccc(CN2CCN(Cc3ccc(O)cc3)CC2CCO)c1 (stereo unspecified),13,i,i,-1,i,i,i,i,i,i,i
OCCN=Cc1c(O)[nH]c2ccccc12,6,i,i,-5,i,i,i,i,i,i,i
CN(C)/N=C/C=C1\CCC/C(=C\c2ccc(F)c(F)c2)C1=O,0,i,23*,-12,i,i,i,i,i,i,i
CCC(=O)[C@@]1(C)[C@H](C)C[C@H]2[C@@H]3CCC4=CC(=O)C=C[C@]4(C)[C@H]3[C@@H](O)C[C@@]21C,-2,i,.,.,i,.,i,i,.,.,i
Cc1ccc(Nc2ccc3nonc3c2[N+](=O)[O-])cc1,-6,i,i,-2,i,i,i,i,i,i,i
Cc1c(N=C/C=C2/N(C)c3ccccc3C2(C)C)c(=O)n(-c2ccccc2)n1C,-2,i,i,-1,i,i,i,i,i,i,i
CCN(CC)CCCN(C(C)=O)c1nc(-c2cc(OC)ccc2OC)cs1,0,i,i,-10,i,i,i,i,i,i,i
# The list goes on.
SMILES,HDAC3 inhib,ANO1 block,RGS4 inh,SKKanGAS inh,MrgX1 antag,RGS4 pot,MrgX1 ag,TMEM16A act,TRPC6 act,TRPC6 inh,MrgX1 allo act
O=C(CC1C(=O)NCCN1C(=O)Nc1ccc(F)cc1)Nc1cc(Cl)ccc1Cl (stereo unspecified),2,i,i,3,i,i,i,i,i,i,i
CCOc1ccccc1OCCCNCc1ccccc1,5,i,i,6,i,i,i,i,i,i,i
CCc1ccccc1NC(=O)CSc1nc2ccccc2nc1N1CCOCC1,.,i,i,-1,i,i,i,i,i,i,i
CCn1c(SCC(=O)NNC(=S)Nc2ccccc2)nnc1-c1ccc(Cl)cc1,8,i,i,-2,i,i,i,i,i,i,i
Fc1ccc(CN2CCN(c3ncnc4scc(-c5ccc(F)cc5)c34)CC2)cc1,5,i,i,1,i,i,i,i,i,i,i
CC(=O)c1cccc(Nc2cc(C)nc3ccccc23)c1,2,i,i,0,i,i,i,i,i,-5.6*,i
FC(F)(F)c1cc(-c2ccccc2)nc(NCc2cccs2)n1,3,i,i,24,i,i,i,i,i,i,i
CCC1SC2=NC(C)=C(C(=O)OC)C(c3ccc(C(=O)OC)cc3)N2C1=O (stereo unspecified),0,i,i,1,i,i,i,i,i,i,i
C=CCN=c1sc(C(=O)OC)cc(=O)n1CC=C,-2,i,i,3,i,i,i,i,i,i,i
O=C(COC(=O)COc1cccc(F)c1)NCCC1=CCCCC1,-2,i,i,-9,i,i,i,i,i,i,i
Cc1nc(N2CCC(C)CC2)c2c(C)c(C(=O)O)sc2n1,9,i,i,?,i,i,i,i,i,i,i
CCC(=O)N/N=C(\C)CC(=O)Nc1ccc2c(c1)OCCO2,-4,i,i,1,i,i,i,i,i,i,i
